Assay outcomes as filed in PubChem.
NR0B1 inh – NR0B1 (DAX1) inhibition | HEK293 Gal4-DAX1 luciferase reporter, luminescence | actives 0.99% (n = 340,000) | inhibition, % at 6.75 µM | P51843;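 active = inhibition above the mean over all tested compounds plus 3 SD, cut at about 4.2% in these data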;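 also: 0% = DAX1-transfected cells with DMSO and 100% = empty-vector control cells with DMSO; inhibition shows as a rise in luminescence from relieved DAX1 repression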
Target sequence (P51843 207-470 limits assumed): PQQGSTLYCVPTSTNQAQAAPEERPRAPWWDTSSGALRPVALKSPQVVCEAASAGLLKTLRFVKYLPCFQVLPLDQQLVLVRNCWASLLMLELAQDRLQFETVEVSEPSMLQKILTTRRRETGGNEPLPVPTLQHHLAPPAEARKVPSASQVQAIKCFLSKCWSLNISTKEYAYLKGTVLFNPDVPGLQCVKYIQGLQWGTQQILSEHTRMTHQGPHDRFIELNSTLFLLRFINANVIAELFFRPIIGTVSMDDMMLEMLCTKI
FXN GAA850 act – frataxin GAA850 promoter activation; HEK293 lucGAA850 FXN promoter luciferase reporter, 24 h; percent of 10 µM SAHA response; activation, % at 6 µM; actives 0.56% (n = 360,000); AID 540364;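 active = activation above the average of all compounds screened plus 3 SD, cutoff fixed separately per campaign, cut at about 7.5% in these data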;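 also: 0% = DMSO wells and 100% = 10 µM SAHA wells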
* = called active by the depositor. Only part of the results is shown (hit frequency here may not be typical).

canonical_smiles | NR0B1 inh | FXN GAA850 act
C#CCOCCOCCOCCNc1nc(N2CCN(C(=O)CCCCCCCCCCNC(=O)[C@@H](CCC(=O)O)n3cc(CCCCCN)nn3)CC2)nc(N2CCN(C(=O)CCCCCCCCCCNC(=O)[C@H](CCCCN)n3cc(C[C@@H](C)CC)nn3)CC2)n1 | -0.4 | -1.3
C#CCOCCOCCOCCNc1nc(N2CCN(C(=O)CCCCCCCCCCNC(=O)Cn3cc(CCCCCN)nn3)CC2)nc(N2CCN(C(=O)CCCCCCCCCCNC(=O)Cn3cc(CCCCCN)nn3)CC2)n1 | -0.4 | -0.2
COc1ccc(C(=O)O/N=C(\N)c2ccc(OC)c(OC)c2)c(OC)c1 | 2.0 | 4.2
COc1cccc(C(=O)CN2CCN(S(=O)(=O)c3ccc(Br)cc3)CC2)c1 | 0.6 | 1.1
O=c1c2ccccc2nc(SCc2nc(-c3ccccc3)no2)n1-c1ccc(F)cc1 | 0.9 | 0.4
Cc1cccc(C)c1NC(=O)CSc1nnc(-c2ccco2)c(-c2ccco2)n1 | -0.3 | -0.8
Cc1cc(=O)n2nc(N3CCCC(C(=O)N4CCc5ccccc54)C3)sc2n1 (stereo not drawn) | -1.3 | 0.3
CCCNc1nc(Nc2ccc(C)cc2)nc(N2CCCC2)n1 | 0.3 | 3.1
COC(=O)c1ccc(NC(=O)c2ccc(NS(=O)(=O)c3cccc4cccnc34)cc2)cc1 | -0.2 | -1.7
NC(=S)NNC(=O)[C@@H]1CCCC[C@@H]1C(=O)O | 0.5 | 0.6
Cc1cc(NC(=O)CSc2nc(-c3ccc(Br)cc3)nc3c2c(=O)n(C)c(=O)n3C)no1 | 0.5 | 3.5
Cc1ccc(NC(=O)c2cnc(SCC(=O)c3ccccc3)n(C)c2=O)cc1 | -1.1 | 2.6
Cn1c(OCc2ccco2)nc2c1c(=O)n(Cc1ccc(Cl)c(Cl)c1)c(=O)n2C | 0.1 | 1.5
NC(=S)N/N=C/c1ccc(-n2nncc2-c2ccc(Cl)cc2)cc1 | 0.6 | -2.1
COc1ccc(C2=Nn3c(nnc3-c3ccccc3OC)SC2)cc1OC1CCCC1 | -2.1 | -0.2
CCOC(=O)C(CC)n1cnc2c(nnn2-c2ccccc2)c1=O (stereo not drawn) | 0.3 | -1.5
O=C(CN1CCc2ccccc2C1)Nc1ccccc1N1CCCCCC1 | 0.0 | 4.1
CCc1cc(C)c(O)c(CC)n1 | 0.7 | -0.1
CCOC(=O)C(C)Oc1cccc2c(=O)n(CC(=O)NCc3ccco3)ccc12 (stereo not drawn) | -1.4 | 0.3
Cc1c(Cl)cccc1NC(=O)Cn1cnc(S(=O)(=O)N2CCCC2)c1 | 2.6 | -0.4
CN(C)c1ccc(/C=C(/NC(=O)c2ccccc2)C(=O)NCCCn2ccnc2)cc1 | 0.3 | 1.8
CSc1nsc(/C=C/Nc2ccc(F)cc2F)c1C#N | 0.9 | -5.0
O=C(Cc1ccccc1)NCCc1ccc(Cl)cc1Cl | -0.4 | 1.7
C#Cc1ccc([C@@H]2C=C(C(=O)N3CCN(Cc4ccccc4)CC3)O[C@H](OCCCCO)C2)cc1 | -2.8 | -4.6
N#Cc1c(N(CCO)CCO)nc(N)c2c(N)nc3c(c12)CC(=O)N3Cc1cccs1 | 0.0 | 0.7
CN(C)c1ccc(CNC(=O)CCS(=O)(=O)c2ccc3c(c2)n(C)c(=O)c(=O)n3C)cc1 | 1.7 | 0.6
Cc1ccc(-c2nc3ncccc3o2)cc1NC(=O)c1ccc([N+](=O)[O-])o1 | 2.6 | -0.4
CCn1c2ccccc2c2nc3cc(S(=O)(=O)N4CCOCC4)ccc3nc21 | -2.9 | 4.2
CCOC(=O)[C@H]1O[C@@H]1C(=O)N[C@@H](CC(C)C)C(=O)NCCC(C)C | 0.9 | 0.8
CC[n+]1ccc(C)c2cc(SC(F)(F)F)ccc21 | -0.4 | 0.7
Cc1[nH]c(=O)[nH]c(=O)c1S(=O)(=O)N1CCCC(C(=O)N2CCN(c3ccccc3Cl)CC2)C1 (stereo not drawn) | -0.2 | 1.1
COc1cc(NCCCCCCCN)c2ncccc2c1 | 0.0 | 0.2
Cc1cc(C)c(S(=O)(=O)/N=C2/C=C(SCC(=O)O)C(=O)c3ccccc32)cc1C | 1.6 | 0.3
CC[C@@]12C(=O)N(c3cccc(C)c3)C(=O)N1[C@H](c1ccc(OC)cc1)[C@@H]1C(=O)N(C(C)(C)C)C(=O)[C@@H]12 | -0.3 | 12*
COc1cccc(CNc2ccc3[nH]c(=O)[nH]c3c2)c1OCc1ccccc1 | -2.0 | -0.5
CCC(CN(C)C)Oc1cc(NCc2ccccc2)c2ncn(C(C)C)c2c1 (stereo not drawn) | -0.3 | -0.2
O=C(N/N=C/c1ccc2c(c1)OCO2)c1ccc(COCC(F)(F)C(F)F)cc1 | 0.6 | 1.3
COc1ccc2c(c1)Sc1ccccc1N2CCN(C)C | -0.6 | 2.7
Cc1ccc(S(=O)(=O)Nc2ccc3c(c2)C(=O)N([C@H](C)CO)C[C@H](C)[C@@H](CN(C)Cc2ccc(-c4ccccc4)cc2)O3)cc1 | 0.5 | -1.3
S=C(Nc1ccc2nc(-c3ccccn3)c(-c3ccccn3)nc2c1)N1CCCCC1 | -0.4 | -0.5
Cc1nn(CC(=O)N2CCN(c3ccccn3)CC2)c(=O)c2cc3sccc3n12 | 2.0 | 2.2
CCOC(=O)c1c(NC(C)=O)sc2c1CCC(C=NCCCN(CC)CC)=C2Sc1ccccc1 | -1.5 | 0.4
O=C(Nc1ccccc1)O/N=C/c1ccccc1Cl | 1.5 | -0.1
COc1cccc(-c2c(C(=O)N/N=C/c3cccs3)nnn2-c2nonc2N)c1 | -0.5 | -1.9
O=C(O)C1CC=C(Cl)CC1C(=O)NC1CCCCC1 (stereo not drawn) | 1.5 | 0.9
COC(=O)c1cc(S(=O)(=O)N2CCN(C3CCCCC3)CC2)c[nH]1 | 0.8 | -0.5
O=C(Nc1cccc(F)c1)c1ccc2ncsc2c1 | 3.0 | 5.0
Cc1c(Nc2scc(-c3ccccc3)[n+]2-c2ccccc2)c(=O)n(-c2ccccc2)n1C | -0.8 | 0.3
CCCN(CCC)CCCNC(=O)C1CCC(CNS(=O)(=O)c2cccc3nsnc23)CC1 (stereo not drawn) | -0.1 | -0.4
COc1ccccc1N1CCN(C(=O)c2ccc3c(Cl)c4c(nc3c2)CCCC4)CC1 | -0.8 | -1.6

The listing continues.
canonical_smiles | NR0B1 inh | FXN GAA850 act
Cc1ccc(CNC(=O)CSc2nc(=O)n3ccccc3n2)cc1 | 1.9 | -0.2
Oc1ccc(Nc2nc3ccccc3nc2Nc2ccc(O)cc2)cc1 | -1.4 | -16
CC1CCc2cc(F)ccc2N1C(=O)CCl (stereo not drawn) | 0.1 | -6.1
O=C(O)c1ccccc1SCCS(=O)(=O)c1ccc(Cl)cc1Cl | 1.0 | 0.4
c1csc(-c2nn3c(C4COc5ccccc5O4)nnc3s2)c1 (stereo not drawn) | -0.5 | 7.1
COC(=O)C1(S(=O)(=O)c2cc(Br)cc3c2N(C(C)=O)CC3)CC1 | -1.2 | 1.4
COc1ccc(NS(=O)(=O)c2ccc(O)c(NC(=O)c3cc4c(C)nn(-c5ccc(F)cc5)c4s3)c2)cc1 | 0.2 | 1.6
COC(=O)[C@H](C)N(Cc1ccc(Cl)c(Cl)c1)S(=O)(=O)CCNC1CCCC1 | -0.4 | -1.0
COC(=O)c1c(NC(=O)/C=C/C(=O)O)sc(Cc2ccccc2)c1C | -1.5 | -7.8
N/C(=N\OC(=O)C1CCCCC1)c1cccc(Br)c1 | 0.0 | 1.7
COc1cc(N2CCCC2)c(OC)cc1/C=C(/C#N)c1cccc(F)c1 | 0.6 | -1.4
Cc1ccnc(NC(=O)c2ccc(Cl)s2)c1 | 2.0 | 4.6
C[C@@]12C(=O)Nc3ccc(Cl)cc3C(=O)N1[C@H]1c3ccccc3OC[C@@H]1[C@@H]2c1ccccc1 | 1.0 | -11
COC(=O)c1ccc(/C=N/Nc2nc(-c3ccc(C)cc3)cs2)cc1 | -1.1 | 1.7
Cc1cc(F)ccc1NC(=O)C1CCN(C(=O)Nc2ccccc2)CC1 | 1.4 | 0.5
CC(C)(C)Cc1nnc(NC(=O)CCC2CCCCC2)s1 | 0.5 | 0.2
COc1ccccc1NC(=O)CCS(=O)(=O)c1ccc2c(c1)NC(=O)C(C)S2 (stereo not drawn) | 0.0 | -2.7
CC(C)(C)N1C(=O)[C@H]2[C@@H](c3ccc(Br)cc3)N3C(=O)N(c4ccc(Br)cc4)C(=O)[C@@]3(Cc3ccccc3)[C@H]2C1=O | 1.1 | -5.6
CC(=O)N1c2ccccc2C(C)(c2ccccc2)CC1(C)C (stereo not drawn) | -0.3 | 0.5
C=CC(=O)Nc1ccc(CN2C(=O)N(c3c(Cl)c(OC)cc(OC)c3Cl)Cc3cnc(NCCCCN(CC)CC)nc32)cc1 | 0.0 | -4.6
CCC[C@@H](CN1CCC[C@H]1CN1C(N)=NC[C@@H]1Cc1ccccc1)N1C[C@@H]([C@H](C)CC)N(CCc2ccc(Cl)c(Cl)c2)C1=N | 0.5 | 3.0
CN(C)c1nc(=NCc2ccco2)ss1 | -1.8 | 3.5
Cc1ccc(C(=O)O/N=C(\N)Cc2cccs2)c(Cl)c1 | 0.0 | -0.6
CC1Nc2ncnc(N3CCc4ccccc4C3)c2N(Cc2ccc(Cl)cc2)C1=O (stereo not drawn) | -0.5 | 0.0
O=C(c1cccs1)c1no[n+]([O-])c1C(=O)c1cccs1 | -0.4 | 1.2

Reprinted from the part before: three compounds, then new ones.
canonical_smiles | NR0B1 inh | FXN GAA850 act
Cc1ccc(C(=O)O/N=C(\N)Cc2cccs2)c(Cl)c1 | 0.0 | -0.6
CC1Nc2ncnc(N3CCc4ccccc4C3)c2N(Cc2ccc(Cl)cc2)C1=O (stereo not drawn) | -0.5 | 0.0
O=C(c1cccs1)c1no[n+]([O-])c1C(=O)c1cccs1 | -0.4 | 1.2
c1cncc(-c2nc(N3CCOCC3)c3ccccc3n2)c1 | -1.6 | 1.0
Cc1onc(C(=O)Nc2ccc(OC(F)(F)F)cc2)c1[N+](=O)[O-] | 0.3 | -1.6
Cc1ccccc1C(=O)NC(=S)Nc1ccccc1[N+](=O)[O-] | -0.1 | 2.5
COc1ccc(-c2nnc3ccc(SCC(=O)NCC4CCCO4)nn23)cc1 (stereo not drawn) | -0.7 | -2.5
O=C(Nc1ccc(F)cc1)c1ccc(NC(=O)C2CCCO2)cc1 (stereo not drawn) | -0.4 | 0.0
Cc1ccc(S(=O)(=O)NC(CC(C)C)C(=O)NCC(c2ccco2)N2CCCCC2)cc1 (stereo not drawn) | -1.1 | -12
CN(C)c1ccc(/C=C(\C#N)c2ccccc2)cc1 | -0.9 | -2.5
Fc1ccc(NC(=S)Nc2ccc(F)c(Cl)c2)cc1Cl | -1.0 | -2.4
O=S(=O)(NCCCN1CCN(c2ccccc2F)CC1)c1cccc2cccnc12 | 1.0 | 0.1
Cc1cccc(OC(=O)c2cccnc2)c1 | 3.6 | -0.2
Cc1cc2c(cc(C(=O)OCC(=O)NCc3cccs3)n2C(C)C)o1 | 0.8 | 6.3
COc1cc(CN(C)C)cc(C=O)c1O | -0.2 | 1.8
C#CCOCCOCCOCCNc1nc(N2CCN(C(=O)CCCCCCCCCCNC(=O)[C@@H](CCSC)n3cc(CCO)nn3)CC2)nc(N2CCN(C(=O)CCCCCCCCCCNC(=O)[C@H]([C@@H](C)CC)n3cc(CCCCN=C(N)N)nn3)CC2)n1 | 1.5 | 1.0
O=C(N/N=C/c1ccc(OC(=O)c2ccccc2Cl)cc1)c1ccccn1 | 1.2 | 2.7
Cc1cc2n(n1)C(c1ccccc1)CC(c1ccc(Br)cc1)=N2 (stereo not drawn) | -0.9 | 1.7
CC1Oc2ccccc2N(CC(=O)NCCN2CCOCC2)C1=O (stereo not drawn) | 0.4 | 1.8
O=c1cnn([C@@H]2O[C@H](CO)[C@@H](O)[C@H]2O)c(=O)[nH]1 | -2.1 | -8.9
Cc1ccc(NC(=O)NC(=O)c2ccccc2)cc1F | 2.4 | 3.1
CC(C)[C@H](NS(=O)(=O)c1cccc(Cl)c1)C(=O)OCC(=O)NC(=O)CN1CCCC1=O | 0.3 | 1.7
COc1ccc(N(CC(=O)NCCc2cccc(C)c2)S(=O)(=O)c2c(C)noc2C)cc1 | 0.1 | -1.4
O=C(NCCc1ccccc1)c1ccc(OCCOc2ccccc2)cc1 | 0.2 | -1.1
COc1cc2nc(=S)n(CCCN3CCOCC3)c(N)c2cc1OC | -0.7 | 0.1
CC/C(C)=N\N=C\c1c(O)n(CC)c2cc(C3=NNC(=O)CC3)ccc12 | -1.1 | 2.2
CC1CCN(CCCCOc2ccc(Cl)cc2)CC1 | 0.8 | 0.4
O=C(N/N=C/c1ccc([N+](=O)[O-])s1)c1ccncc1 | -1.6 | 0.7
CCc1ccnc(NC(=O)Nc2ccc(OCc3ccccc3)cc2)c1 | -0.2 | -1.1
OC(CNC1Cc2ccccc2C1)c1ccccc1 (stereo not drawn) | -0.1 | 3.9
FC(F)(F)C1CCCN(c2nsc3ccccc23)C1 (stereo not drawn) | 0.7 | 0.0
CCOc1ccccc1C(=O)NC(C(=O)OCC(=O)Nc1nnc(-c2ccccc2)o1)C(C)C (stereo not drawn) | 0.5 | 3.3
CCOc1cc(/C=N/NC(N)=S)cc(Br)c1OCc1ccccc1C | 0.7 | 0.1
Cc1ncc(CO)c(/C=N/NC(=S)Nc2cccc(Cl)c2)c1O | -1.1 | 0.1
CC1=NN(c2ccc(C)cc2C)C(=O)C1C(c1ccccc1)C1C(=O)N(c2ccc(C)cc2C)N=C1C (stereo not drawn) | 1.1 | -5.5
C[C@@]12C(=O)Nc3cc(F)ccc3C(=O)N1[C@H]1c3ccccc3OC[C@@H]1[C@@H]2c1ccccc1 | 0.5 | -11
